Screens as filed in PubChem.
TbPYK inhibitor: blocks Trypanosoma brucei pyruvate kinase; TbPYK enzyme, Kinase-Glo Plus ATP luminescence, 45 min; Potency, µM (doses to about 76.8 µM), for inactives: top-dose activity, negative = inhibition, most hits filed as inhibitors; 0.12% of 410,000 active; AID 624173; note: potency is the fitted concentration of half-maximal effect; % is set by controls: 0 for no effect and ±100 for the full control effect; nearly all actives have a fitted effect of over 50% in size
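Screened from lowest to highest concentration, compounds were pinned into TbPYK/substrate mixtures, and ADP (130 uM final) was added. Plates sat at room temperature for 45 min prior to Kinase-Glo Plus detection by luminescence.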
AMA1-RON2 inh: disrupts binding of P. falciparum AMA1 to RON2; AlphaScreen AMA1-biotinylated RON2 peptide binding; Potency, µM (series often up to 58.2 µM), for inactives: at the highest dose activity change, negative = inhibition, most hits filed as inhibitors; 0.2% of 360,000 active;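 note: potency is the fitted concentration of half-maximal effect; 0% = vehicle wells and -100% = peptide control; nearly all actives have a fitted effect of over 45% in size; some results filed as inactive show a strong effect at the top dose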
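AMA1 (3D7) with his tag at 25 nM final met compounds first, then biotinylated RON2 peptide at 25 nM; detection used donor plus acceptor beads, 10 µg/mL apiece, read by AlphaScreen after 30 min at room temperature.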
Pf growth 96h: P. falciparum growth inhibition at 96 hour, primary screen for plastid delayed-death inhibitors; P. falciparum luciferase reporter growth, 96 h; Potency, µM (highest dose often 28.7 µM), inactives show at the top dose activity change, negative = inhibition, hits mostly inhibitors; 6.9% of 320,000 active; note: potency is the fitted concentration of half-maximal effect; % is set by controls: 0 for no effect and ±100 for the full control effect
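Infected RBCs, 2% Hct / 0.05% parasitemia final; luciferase-reporter P. falciparum; cpd 96 h, 37 C, 5% CO2; luciferase detection reagent; luminescence.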
Cycloheximide cs: counter-screen hit for Shiga toxin inhibitors, cycloheximide. cell reporter, cycloheximide protein synthesis inhibition counterscreen. 12% of 300,000 active. max response, %; in the data active = max response mostly above about 13%, no sharp cut-off; inactive = mostly below about 14%; note: read at 38.3 µM for the half of the compounds with a filed dose; 0% is about no effect
Pf growth 48h: P. falciparum growth inhibition at 48 hours (one generation); P. falciparum luciferase growth in erythrocytes, 48 h; Potency, µM (highest dose often 28.7 µM), for the others: at the top dose activity change, negative = inhibition, usual class: inhibitors; 5.9% of 310,000 active; note: potency is the fitted concentration of half-maximal effect; % is set by controls: 0 for no effect and ±100 for the full control effect
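A one-generation exposure of luciferase-tagged malaria parasites in RPMI 1640/Albumax erythrocyte culture, 37 C and 5% CO2. Inhibition is inferred from decreased luminescence after adding detection reagent.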
Shiga toxin inh: inhibitors of Shiga toxin in Vero cells | 9.2% of 290,000 active | Vero cells, Shiga toxin protein synthesis inhibition reporter | inhibition, % at 38.7 µM | AID 2315; in the data active = inhibition mostly above about 28%, no sharp cut-off; inactive = mostly below about 43%; note: 0% is about no effect
LmPK inhibitor: blocks Leishmania mexicana pyruvate kinase activity. Q27686. purified LmPK, Kinase-Glo ATP luminescence, 1 h. Potency, µM (series often up to 57.5 µM), for inactives: at the highest dose activity change, negative = inhibition, most hits filed as inhibitors. 0.37% of 290,000 active; note: potency is the fitted concentration of half-maximal effect; % is set by controls: 0 for no effect and ±100 for the full control effect
Target sequence (Q27686 whole entry, looked up): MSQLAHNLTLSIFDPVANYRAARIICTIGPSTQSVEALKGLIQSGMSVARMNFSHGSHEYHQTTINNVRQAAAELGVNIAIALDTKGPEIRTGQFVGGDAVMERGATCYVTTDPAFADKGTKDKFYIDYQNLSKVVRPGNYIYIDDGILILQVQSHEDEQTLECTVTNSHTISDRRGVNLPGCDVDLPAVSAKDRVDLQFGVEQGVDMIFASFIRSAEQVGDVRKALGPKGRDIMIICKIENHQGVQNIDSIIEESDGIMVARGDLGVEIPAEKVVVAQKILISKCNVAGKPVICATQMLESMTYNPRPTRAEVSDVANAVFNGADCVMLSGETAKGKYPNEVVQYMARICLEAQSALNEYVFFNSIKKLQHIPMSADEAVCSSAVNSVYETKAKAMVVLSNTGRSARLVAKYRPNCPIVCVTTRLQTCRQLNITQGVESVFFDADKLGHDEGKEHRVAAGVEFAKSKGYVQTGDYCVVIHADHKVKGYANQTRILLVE
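Kinase-Glo luminescence read after 1 h RT reaction of 0.1 nM LmPK with 0.5 mM PEP and 0.1 mM ADP. Activity scaled between uninhibited and enzyme-free controls.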
Numbers without * were called inactive; ? = inconclusive; nt = not tested or not shown; & = joins results of further samples; [ ] = another dose, or the depositor's remark. Unless noted, calls come from the whole dose curve; as a rule, active = well fitted curve in the direction sought with a large enough effect; inconclusive = small, poorly fitted or top-dose-only effect, or another doubt; inactive = no such curve, though single readings can be large; an effect the other way counts as inactive or inconclusive.

SMILES | TbPYK inhibitor | AMA1-RON2 inh | Pf growth 96h | Cycloheximide cs | Pf growth 48h | Shiga toxin inh | LmPK inhibitor
CC(=O)N1CCn2c3ccc(C)cc3c3cccc1c32 | -1.2% | -8.5% | 49.8%[activator] | 23.8* | 59.6%[activator] | 47.1* | -0.8%
CCOC(=O)C(C)/C(C)=N\Nc1ccc([N+](=O)[O-])cc1[N+](=O)[O-] (configuration not stated) | 0.0% | ? | -8.2% | 10.8 | 21.8% | -6.9 | 2.6%
O=C(Nc1ccccc1Oc1ccccc1)C1CC1 | -3.4% | 8.8% | nt | -4.1 | -15.6% | -12.8 | 12.6%
Cc1nc(CC(=O)Nc2nc(C(C)(C)C)cs2)cs1 | -0.8% | -12.7% | 1.5% | 17.3 | 2.8% | 88.1* | 0.9%
CC(=O)NCC1CCCN(Cc2cn(-c3ccccc3F)nc2-c2cc(C)sc2C)C1 (configuration not stated) | 0.4% | -0.1% | -13.6% | 0.9 | ? | -18.2 | 0.1%
Nc1ccccc1SCc1ccccc1Cl | -11.1% | -6.1% | 46.4%[activator] | 24.6* | 29.7% | 56.1* | 9.4%
COc1ccc(Cl)cc1NC(=O)Nc1cnccn1 | 3.9% | -13.1% | ? | -0.8 | ? | -7.6 | -0.2%
CCCC(=O)Nc1ccc(-c2nc3cc(C)ccc3o2)cc1 | -1.7% | -18.7% | nt | 31.4* | 57.2%[activator] | 70.3* | -3.1%
COc1ccc(CCNC(=O)c2ccccc2NC(=O)C2=C(C)OCCS2)cc1OC | -3.2% | -8.0% | ? | 13.0 | ? | 12.2 | 9.5%
C1=CCN(Cc2ccccc2)C1 | 0.6% | 3.1% | 97.9%[activator] | -2.8 | 48.1%[activator] | -3.9 | -13.7%
CCO/C=C1/C(=O)N(c2ccccc2OC)C(=O)c2ccccc21 | 5.0% | 7.9% | 18.0% | -2.6 | 6.8% | -15.7 | -3.1%
COCCNC(=O)c1onc(CSc2cccc(C)c2)c1C(=O)O | -3.4% | -3.5% | ? | -1.1 | 33.9%[activator] | 15.0 | 3.7%
Cc1ccc(C)c(OCCCN2CCNCC2)c1 | 13.9% | 3.2% | ? | -4.2 | 25.7% | -3.4 | 0.2%
COc1ccc(CNC(=O)C(C)n2nc(C)n3c(cc4occc43)c2=O)cc1 (configuration not stated) | -0.1% | 6.5% | ? | -1.4 | 17.4% | -6.1 | -0.5%
O=C(/C=C/c1ccc(Br)cc1)NC1CCCCCC1 | 1.5% | -1.4% | 160.3%[activator] | 17.3* | 119.9%[activator] | 62.3* | -1.6%
COc1ccccc1C(=O)NCC(=O)NC(C)c1ccc(-n2ccnc2)cc1 (configuration not stated) | -5.9% | -3.6% | ? | 3.2 | -18.3% | -10.9 | -5.4%
CCCn1c(-c2ccc(C(=O)OC)cc2)nc2c1c(=O)[nH]c(=O)n2Cc1ccccc1 | 5.8% | 10.9% | 5.0% | 1.2 | 9.2% | 24.8 | 9.1%
CCOC(=O)c1cc(S(=O)(=O)N2CCC(C)CC2)cn1C | 2.7% | 2.5% | 15.9% | -2.0 | 16.7% | -14.5 | 3.5%
O=C(Nc1ccncc1)c1cn(-c2ccccc2)nc1-c1cccs1 | 3.8% | -8.9% | 2.94µM* | 44.2* | nt | 67.1 | 7.9%
COc1cc(NC(=O)c2cc(OC)c(OC)c(OC)c2)cc(-n2cnnn2)c1 | 1.5% | 12.5% | 35.5%[activator] | -0.4 | 15.9% | -2.6 | -1.9%
COC(CN(C)C(C(=O)NC1CCCCC1)c1ccccc1)OC (configuration not stated) | -5.9% | 5.1% | -24.6% | -3.7 | -22.3% | -7.6 | 2.0%
Cc1nn(Cc2noc(C(=O)NCc3ccc4c(c3)OCO4)n2)c(C)c1Br | 4.9% | -3.6% | -10.3% | -2.7 | 6.7% | 22.8 | -0.9%
O=C(CCc1c[nH]c2ccccc12)N1CCCC1 | 2.0% | -7.5% | 23.0% | -3.2 | 12.6% | 13.5 | 0.2%
O=C1c2oc3ccc(F)cc3c(=O)c2C(c2ccncc2)N1CCN1CCOCC1 (configuration not stated) | nt | nt | -3.5% | -1.5 | 19.3% | -3.9 | 0.4%
Cc1ccc(CCNC(=O)Cn2ncc3c([nH]c4ccccc43)c2=O)cc1 | -4.1%&-4.5% | -6.7% | ? | -1.5 | 3.8% | 1.9 | 0.6%

Other entries follow:
SMILES | TbPYK inhibitor | AMA1-RON2 inh | Pf growth 96h | Cycloheximide cs | Pf growth 48h | Shiga toxin inh | LmPK inhibitor
CCCCc1ccc(CC(=O)Nc2cc(S(=O)(=O)N3CCOCC3)ccc2O)cc1 | -16.7% | 11.5% | 17.3% | nt | ? | nt | nt
CC(=O)N1c2ccccc2C(=O)OC1c1cccnc1 (configuration not stated) | 0.5% | -6.8% | 32.9%[activator] | -1.1 | ? | -4.6 | 6.0%
CCc1ccccc1NC(=O)N[C@@H](C)C(=O)OC | 2.5% | 18.6% | 2.6% | -1.7 | 14.1% | 1.0 | 2.0%
Cc1c(C(=O)NCCCN2CCOCC2)sc2ncnc(N3CCN(c4ccccc4)CC3)c12 | 3.4% | -10.8% | -2.6% | -1.2 | ? | -31.5 | -7.4%
CCCCn1c(N)c(N(CCOC)C(=O)CN2C(=O)C3CCCCC3C2=O)c(=O)[nH]c1=O (configuration not stated) | 3.8% | 31.0%[activator] | ? | nt | ? | nt | nt
COc1ccc(-c2csc(N)n2)cc1F | -1.5% | -5.3% | 152.0%[activator] | 39.1* | 249.3%[activator] | 64.3* | -8.7%
Cc1sc2nc(SCC(=O)NCc3ccco3)n(-c3ccccc3)c(=O)c2c1C | -7.2% | -3.3% | -23.0% | -9.6 | 2.4% | 3.0 | 1.3%
O=C(N/N=C\c1cn[nH]c1-c1ccccc1)c1cccnc1 | 0.0% | 29.1% | nt | 2.1 | 5.9% | -7.0 | -3.8%
NC(=O)c1nn(-c2ccccc2)nc1NC(=O)CN1CCCC1 | -5.0% | 110.4%[activator] | -0.4% | -5.3 | -0.7% | 17.4 | 6.0%
O=C(/C=C/c1ccco1)N(Cc1ccc(Cl)cc1)C1CCS(=O)(=O)C1 (configuration not stated) | -3.1% | 42.5%[activator] | ? | 7.8 | -0.8% | 42.3 | -4.3%
CC1=C(C(=O)O)N2C(=O)C(NC(=O)c3nn(C)cc3Cl)C2SC1 (configuration not stated) | -2.8% | 41.3%[activator] | 4.9% | -1.6 | 23.8% | -7.0 | 1.5%
CCc1cc(=O)oc2c(CN3CCCC3)c(O)c(Cl)cc12 | -8.2% | 18.5% | nt | -2.1 | 17.0% | -10.4 | -3.5%
CCOC(=O)CSc1nnc(CNc2ccc(Cl)cc2)n1Cc1ccccc1 | -10.2% | -13.2% | 3.5% | 4.0 | 10.6% | -4.0 | -1.9%
O=C(N/C(=C\c1ccc(Br)cc1)C(=O)N1CCCC1)c1cccs1 | -18.4% | 5.7% | -59.5% | -2.2 | ? | -3.9 | 3.3%
CCN(CC)CCCN(Cc1cc2cc3c(cc2[nH]c1=O)OCCO3)C(=O)Nc1ccccc1 | -2.6% | 5.9% | nt | -3.4 | 10.4µM* | -4.3 | -20.1%
O=C(CCSc1ccccc1)N1CCCC1 | 4.6% | 3.3% | 44.5%[activator] | 46.4* | 82.5%[activator] | 79.4* | -10.4%
O=C(c1ccc2c(c1)OCO2)C1CCCN(Cc2cc(F)ccc2-n2cccn2)C1 (configuration not stated) | 0.1% | -13.7% | 8.1% | 0.6 | ? | -3.2 | -5.3%
COc1cccc(CNC(=O)CCC2CCCN(C(=O)c3cccc(Cl)c3)C2)c1 (configuration not stated) | 1.1% | 3.0% | 0.9% | -2.1 | -22.2% | -14.1 | -1.0%
CCc1ccc(CN(C)C(=O)c2cc(=O)c3ccccc3o2)cc1 | 0.0% | -10.6% | 4.0% | 7.0 | -21.8% | 3.5 | -1.1%
O=C(CN1C(=O)C2CC=CCC2C1=O)Nc1nc2ccc(F)cc2s1 (configuration not stated) | -4.6% | 1.2% | 9.2% | 21.4 | 24.5% | 17.3 | -5.5%
Cc1ccc(C2c3[nH]c4ccccc4c3C[C@H]3C(=O)N(c4ccccc4C(=O)NCCN4CCOCC4)C(=O)N23)cc1 (some centres not stated) | 6.1% | -13.3% | ? | -2.2 | 14.7µM* | 0.5 | -1.7%
COc1c(/C=N/NC(=O)[C@H]2C[C@@H]2c2ccccc2)c(CCN(C)C(C)=O)cc2c1OCO2 | -16.2% | -6.5% | -10.2% | -2.9 | ? | 38.4 | -2.0%
O=C1CCC(=O)N1OCCCOc1ccc(Br)cc1Cl | -2.0% | 1.9% | 0.3% | 29.5* | -0.7% | 17.8 | 1.9%
Cc1cc(Br)ccc1NC(=O)CN(C)C(=O)C1CSC2(C)CCC(=O)N12 (configuration not stated) | 1.2% | 5.8%[11.6 µM] | -0.8% | nt | -13.6% | nt | nt
CCOc1ccccc1NC(=S)NNS(=O)(=O)c1c(C)cc(C)cc1C | -0.3% | 3.2% | 31.6%[activator] | -1.8 | 2.7% | -7.4 | 3.0%

4 entries from above, with values under each structure:
Values run as follows: TbPYK inhibitor | AMA1-RON2 inh | Pf growth 96h | Cycloheximide cs | Pf growth 48h | Shiga toxin inh | LmPK inhibitor
CCc1ccc(CN(C)C(=O)c2cc(=O)c3ccccc3o2)cc1
    0.0% | -10.6% | 4.0% | 7.0 | -21.8% | 3.5 | -1.1%
O=C(CN1C(=O)C2CC=CCC2C1=O)Nc1nc2ccc(F)cc2s1 (configuration not stated)
    -4.6% | 1.2% | 9.2% | 21.4 | 24.5% | 17.3 | -5.5%
Cc1ccc(C2c3[nH]c4ccccc4c3C[C@H]3C(=O)N(c4ccccc4C(=O)NCCN4CCOCC4)C(=O)N23)cc1 (some centres not stated)
    6.1% | -13.3% | ? | -2.2 | 14.7µM* | 0.5 | -1.7%
COc1c(/C=N/NC(=O)[C@H]2C[C@@H]2c2ccccc2)c(CCN(C)C(C)=O)cc2c1OCO2
    -16.2% | -6.5% | -10.2% | -2.9 | ? | 38.4 | -2.0%

(more compounds)
SMILES | TbPYK inhibitor | AMA1-RON2 inh | Pf growth 96h | Cycloheximide cs | Pf growth 48h | Shiga toxin inh | LmPK inhibitor
CCC1(c2ccccc2)NC(=S)N(c2ccc(C)c(C)c2)N1 (configuration not stated) | ? | 54.4%[activator] | 11.9% | 39.7* | 24.5% | 36.0* | ?
O=C(NCCc1ccccc1)c1cnc2n(c1=O)CCS2 | 2.6% | 1.9% | 0.0% | 34.4* | 176.2%[activator] | 110.9* | 5.9%[11.5 µM]
COc1ccc(OC)c(N(CC(=O)Nc2cccc(C(F)(F)F)c2)S(C)(=O)=O)c1 | -6.4% | -8.3% | 26.8% | -1.8 | -11.2% | -6.3 | -2.2%
CCCCOC(=O)c1ccc(NC(=O)C2CCCO2)cc1 (configuration not stated) | 0.4% | -12.1% | nt | 35.5* | 62.8%[activator] | 66.6* | 0.4%
O=C(NNC(=O)c1ccc(F)cc1)C(=O)N1CCCCC1 | -3.4% | 21.5% | ? | -0.7 | 22.0% | -9.9 | -8.9%
CC(=O)Nc1ccc(NC(=O)N2CCCCC2)cc1 | -8.1% | 1.5% | -76.4% | 6.3 | 29.6% | 13.3 | -14.1%
c1ccc(P(c2ccccc2)c2ccccn2)cc1 | ? | 26.2% | -5.5% | -1.6 | -5.9% | -7.9 | 3.5%

Random draw from the library; 21% or so of the library scored in one or more.
